STAT1 act = STAT1 signaling activators, primary screen, cell-based, HTS, luciferase reporter; NIH 3T3 STAT1-luciferase reporter, IFN-gamma, luminescence; 100% = IFN-gamma alone, no compound; activation (% of control), % at 5.5 µM; hit rate 2.6% among 200,000; AID 932, 2007;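 active means activation above the screen-wide mean activation plus 3 SD, cut at about 130% in these data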;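 further: raw ratio to IFN-gamma control signal so 100% means no change and 0% no light; values of inactives mirror those of a sister screen read the other way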
Diaphorase inh = diaphorase inhibitors and chemical oxidizers, primary screen, counter-screen for diaphorase-coupled primary assays, biochemical, uHTS, resorufin fluorescence; diaphorase resazurin-to-resorufin fluorescence, NADH, 16 min; bacterial (C. kluyveri) enzyme, not human; inhibition, % at 20 µM; hit rate 0.69% among 190,000;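 active means primary screen inhibition at 20 µM above a set limit, cut at about 50% in these data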;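 further: plate controls were DMSO with full reaction for no effect and wells lacking NADH for full effect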
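Test system: bacterial diaphorase enzyme (C. kluyveri); Quantity: 0.14 U/mL diaphorase, enzyme working solution; Times: reaction incubation of 16 min at room temperature; Measured by: fluorescence of resorufin formed from resazurin, Ex 544/Em 590 nm; Benchmarks: positive control minus NADH, DMSO neutral control.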
G6PDH CS = L. mesenteroides G6PDH inhibitors, counter-screen for G6PDH-coupled screening assays, biochemical, Leuconostoc mesenteroides enzyme. hit rate 0.12% among 200,000. AID 1020, 2008. glucose-6-phosphate dehydrogenase [Leuconostoc mesenteroides]. inhibition, % at 5 µM. Purified L. mesenteroides G6PDH, diaphorase/resazurin coupled fluorescence, 45 min; in the data active means inhibition above about 50%
APP 5UTR inh = inhibitors of APP translation via 5'UTR reporter, primary screen, APP 5'UTR luciferase, SH-SY5Y cells | AID 1285, 2008 | inhibition, % at 2 µM | SH-SY5Y APP 5'UTR-luciferase reporter, luminescence | hit rate 0.82% among 190,000;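 active means inhibition above a set limit, derived from the sample mean plus 3 SD, cut at about 45% in these data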; further: values of inactives mirror those of a sister screen read the other way
APP 5'UTR act = activators of APP 5'UTR luciferase reporter, primary screen, SH-SY5Y cells; activation, % at 2 µM; hit rate 1% among 190,000; SH-SY5Y APP 5'UTR luciferase reporter, luminescence; zero percent = DMSO vehicle wells;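 active means activation above a set limit, based on mean plus 3 SD of controls, cut at about 140% in these data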; further: values of inactives mirror those of a sister screen read the other way
Diaphorase act = compounds boosting diaphorase resazurin reduction – biochemical, uHTS, resorufin fluorescence, counter-screen for diaphorase-coupled primary assays, primary screen | Diaphorase/resazurin coupled assay, 16 min; stronger effect = higher value; 1 = vehicle wells, 0 = NADH-free wells | activation factor at 20 µM | hit rate 0.005% among 190,000;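 active means diaphorase activity raised at least twofold by the compound at 20 µM; inactive means activation factor below 2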
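Material: purified diaphorase enzyme from Clostridium kluyveri / Medium: HEPES pH 7.4 buffer with MgCl2 and Tween 20 / Schedule: enzyme reaction of 16 min at room temperature / Measured by: resorufin fluorescence, excitation 544 nm, emission 590 nm / Evaluation: rise in resorufin formation, marking diaphorase activation or chemical reduction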
FLuc act counter = FLuc activators, initial screening, artefact control for FLuc-dependent activation tests, biochemical, ATPlite luminescence; Luciferin 4-monooxygenase (Photinus pyralis), P08659; ATPlite luciferase biochemical, 10 min; 0 = ATP-free wells, 1 = DMSO control; activation factor at 10 µM; 200,000 tested, under 10 active; AID 1027, 2008;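 active means luciferase activation factor, scaled between plate controls, of at least 2 with compound at 10 µM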
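System: luciferase plus luciferin reagent, cell-free; medium: PBS as buffer for the ATP substrate; dosing: test compounds dosed from 2 mM stocks in 100% DMSO; timing: 10 min post-reagent at room temperature; measured by: luminescence measurement of luciferase light output; evaluation: luciferase activation, seen as luminescence increase over controls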
FLuc inhib CS = firefly luciferase enzyme inhibitors, primary screen, artefact control for luciferase-based inhibitor screens, biochemical, luminescence, ATPLite | Luciferin 4-monooxygenase (Photinus pyralis), P08659 | 10 min | inhibition, % at 10 µM | hit rate 1.5% among 200,000 | AID 1006, 2008;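 active means inhibition above about 50% when tested at 10 µM, limit read from the data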
TLR4 MyD88 comp = inhibitors of TLR4-MyD88 association in cells, primary screen, cell-based, HeLa CL3-4, BLA complementation, FRET ratio | Toll-like receptor 4 (Homo sapiens) + Myeloid differentiation primary response protein … | inhibition, % at 8.4 µM | hit rate 0.18% among 200,000 | HeLa CL3-4 TLR4/MyD88 BLA complementation; in the data active means inhibition above about 25%;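 further: 0% = vehicle and 100% = reference inhibitor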
Target sequence (O00206 whole entry, looked up): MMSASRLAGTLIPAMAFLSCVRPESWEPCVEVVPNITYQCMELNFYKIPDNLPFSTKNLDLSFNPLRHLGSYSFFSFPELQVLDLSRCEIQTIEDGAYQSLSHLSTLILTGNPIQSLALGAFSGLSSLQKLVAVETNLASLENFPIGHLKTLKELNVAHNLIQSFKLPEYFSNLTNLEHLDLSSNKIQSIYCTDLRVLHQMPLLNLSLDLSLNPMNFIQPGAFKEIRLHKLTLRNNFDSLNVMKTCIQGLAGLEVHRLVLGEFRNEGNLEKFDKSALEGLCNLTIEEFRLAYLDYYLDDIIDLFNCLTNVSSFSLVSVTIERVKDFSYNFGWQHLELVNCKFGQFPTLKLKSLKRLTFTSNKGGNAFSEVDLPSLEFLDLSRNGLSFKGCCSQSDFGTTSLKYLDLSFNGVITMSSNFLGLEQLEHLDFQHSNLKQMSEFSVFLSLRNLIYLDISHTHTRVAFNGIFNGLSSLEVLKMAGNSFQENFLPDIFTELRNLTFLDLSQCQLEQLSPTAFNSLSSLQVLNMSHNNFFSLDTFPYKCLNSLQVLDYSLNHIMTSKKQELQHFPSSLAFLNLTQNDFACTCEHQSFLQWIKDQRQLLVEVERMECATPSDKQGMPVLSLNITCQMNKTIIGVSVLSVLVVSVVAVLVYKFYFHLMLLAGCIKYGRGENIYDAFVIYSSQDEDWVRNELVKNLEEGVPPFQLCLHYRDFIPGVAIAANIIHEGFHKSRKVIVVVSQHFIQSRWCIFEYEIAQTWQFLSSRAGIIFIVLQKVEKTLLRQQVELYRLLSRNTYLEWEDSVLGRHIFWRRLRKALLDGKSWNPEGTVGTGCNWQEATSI
Target sequence (Q99836 whole entry, looked up): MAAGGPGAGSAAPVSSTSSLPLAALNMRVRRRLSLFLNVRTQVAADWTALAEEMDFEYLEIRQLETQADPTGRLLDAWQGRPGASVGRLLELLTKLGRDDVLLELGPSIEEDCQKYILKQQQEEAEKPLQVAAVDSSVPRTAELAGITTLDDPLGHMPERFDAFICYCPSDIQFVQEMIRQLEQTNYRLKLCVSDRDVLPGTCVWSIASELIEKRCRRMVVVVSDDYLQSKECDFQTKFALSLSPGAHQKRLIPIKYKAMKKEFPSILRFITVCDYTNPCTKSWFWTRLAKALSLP
NF-kB neuron act = activators of NF-kB expression in neurons, primary screen, cell-based, HTS | human neuronal cells, NF-kB reporter expression; stronger effect = higher value | fold change at 12.5 µM | hit rate 1.6% among 190,000 | AID 1239, 2008; in the data active means fold change above about 3.3
* = called active by the depositor; nt = no result given.

SMILES	STAT1 act	Diaphorase inh	G6PDH CS	APP 5UTR inh	APP 5'UTR act	Diaphorase act	FLuc act counter	FLuc inhib CS	TLR4 MyD88 comp	NF-kB neuron act
Nc1cc(S(=O)(=O)N2CCCCC2)ccc1Oc1ccc(Cl)cc1	88	23	2	7	-7	0.8	1.1	-6	5	0.83
CC(C)(C)C(=O)N1CCN(c2ccc(Cl)cc2[N+](=O)[O-])CC1	102	7	17	10	-10	0.9	1	2	-8	1.1
Cc1nc2cc(NCc3nc4ccccc4n3Cc3ccccc3)ccc2n1C	135*	3	8	-131	131	1	0.1	87*	4	0.55
COC(=O)c1cscc1NC(C)=O	99	9	7	11	-11	0.9	1	0	9	0.84
C[C@H](N)c1nnc(SCC(=O)N(C)C)o1	97	16	3	-11	11	0.8	1	-1	9	1.1
O=C(Nc1ccc2cn[nH]c2c1)c1ccc(Cl)c(S(=O)(=O)N2CCOCC2)c1	116	10	5	-15	15	0.9	1	0	2	0.79
CCCc1ncc(C(O)c2ccccc2OC)n1C (stereo not drawn)	97	2	5	9	-9	1	1.1	-5	0	1.1
CCn1c(=O)c2cc(S(=O)(=O)NCc3ccccc3)ccc2n(CC)c1=O	104	8	7	-4	4	0.9	1.1	-10	5	0.88
COc1ccc(NC(=O)N2CCC(c3ccccc3)C2)c(OC)c1 (stereo not drawn)	103	17	6	3	-3	0.8	0.9	9	-7	1.1
S=C(Nc1ccc(Cl)cc1)Nc1cccc2cnccc12	92	51*	33	16	-16	0.5	1.1	-9	8	0.99
CCOC(=O)c1c(C)c(-c2ccccc2)n(CC(=O)N2CCCC2)c1C	103	25	2	7	-7	0.8	1.1	-8	-14	0.99
O=C(c1cc(-c2ccc(Cl)c(Cl)c2)on1)N1CCN(c2ccccc2)CC1	105	20	12	-8	8	0.8	1.1	-8	-15	1.4
COc1ccc(CC2(CO)CCN(CC3=Cc4cc(Cl)ccc4OC3)CC2)cc1	74	nt	7	14	-14	nt	1.1	-6	-2	0.89
NC1=NC(=O)/C(=C\C=C\c2ccccc2)S1	134*	7	-2	-19	19	0.9	1	3	-19	1.5
O=C(CCc1ccccc1)Nc1ccc(N2CCOCC2)c(Cl)c1	105	24	0	8	-8	0.8	1	-4	-1	1.3
NS(=O)(=O)c1ccc(N2N=C(c3ccccc3)CC2c2ccccc2)cc1 (stereo not drawn)	110	22	2	-2	2	0.8	1.1	-5	-20	0.98
CCCN(CCC)C(=O)Cn1c(=O)c2ccccc2n2c(=S)sc(-c3ccccc3C)c12	99	29	2	0	0	0.7	1.1	-8	-13	0.75
Cc1ccc(NC(=O)c2oc(=O)c3ccccc3c2-c2ccccc2)c(C)c1	97	22	-1	6	-6	0.8	1	-3	-13	0.98
Cc1cc(CCN2CCC(=O)NC2=O)ccc1OC(C)C	105	-1	7	4	-4	1	1	-2	-6	1.2
COc1ccc(/C=C/C(=O)NCCc2ccc(S(N)(=O)=O)cc2)cc1	98	0	0	3	-3	1	1	-5	-4	1.1
O=C(COc1ccc(Cl)cc1)Nc1nc(-c2cccs2)cs1	95	15	6	-27	27	0.9	1.1	-7	16	1.4
CCOC(=O)C1C(=O)NC(N2CCCCC2)=NC1c1ccccc1 (stereo not drawn)	106	7	3	-8	8	0.9	1	-4	5	1.2
C=CCN(c1ccc(C(=O)N2CCCC2)cc1)S(C)(=O)=O	105	12	13	11	-11	0.9	1	-2	0	1
O=C1NC(CCc2ccccc2)C(=O)N1CCOc1cccc(Br)c1 (stereo not drawn)	99	1	-5	8	-8	1	1	4	-5	0.71
COC(=O)c1nn(C23CC4CC(CC(C4)C2)C3)c2c1C(=O)N(c1ccc(F)cc1)C2=O	99	8	5	6	-6	0.9	1.1	-8	2	1.2
Following part
SMILES	STAT1 act	Diaphorase inh	G6PDH CS	APP 5UTR inh	APP 5'UTR act	Diaphorase act	FLuc act counter	FLuc inhib CS	TLR4 MyD88 comp	NF-kB neuron act
Oc1ccccc1C=NCC(O)c1ccccc1 (stereo not drawn)	100	18	6	9	-9	0.8	1	-1	2	0.95
COc1ccc2cc(CN(Cc3ccco3)C(=S)NCC3CCCO3)c(=O)[nH]c2c1 (stereo not drawn)	98	nt	22	-10	9	nt	1	-3	3	1
CCC(=O)N1CCN(c2ccccc2NC(=O)COc2ccccc2Cl)CC1	95	14	-30	-5	5	0.9	1.1	-8	0	0.49
COc1cccc(-c2nc(CS(=O)(=O)CC(=O)NC3CCCc4ccccc43)c(C)o2)c1 (stereo not drawn)	98	14	6	-8	8	0.9	1	-1	16	0.98
COc1ccc(CC(=O)Nc2ccccc2C(=O)N2CCOCC2)cc1	92	8	6	0	0	0.9	1	-3	-1	1.1
Cn1ccnc1/C(=N\NC(=O)c1ccccc1)c1cccc([N+](=O)[O-])c1	104	14	-4	-11	11	0.9	1.1	-7	-16	0.95
Oc1ccc(N2CCN(C(=S)NCc3ccccc3)CC2)cc1	83	21	4	-7	7	0.8	1	-3	2	3.1
COc1cc2c(=O)n(-c3ccc(C)cc3)c(=O)n(CC(=O)c3ccc4c(c3)OCO4)c2cc1OC	86	2	-1	6	-6	1	1	-4	0	1.2
Cc1ccc(Nc2nc(C(=O)NCc3ccco3)cs2)cc1	102	22	6	6	-6	0.8	1	0	9	1.2
Fc1cccc(F)c1CN1CCN(c2ncccn2)CC1	97	7	2	21	-21	0.9	1	-4	-13	1.2
Cc1ccc2oc(-c3ccc(NC(=O)c4ccncc4)cc3O)nc2c1	113	-5	12	-49	49	1.1	1	0	4	1.6
Cc1cc(NC(c2cccnc2)c2ccc3cccnc3c2O)no1 (stereo not drawn)	97	42	8	54*	-54	0.6	1	-3	-4	1.7
CN1Cc2ccccc2CC1CNCc1c(C(=O)N2CCCC2)nc2ccccn12 (stereo not drawn)	99	15	19	9	-9	0.8	1	-1	-6	1.1
N#CC1=C(N)N2C(=C(C#N)C1c1ccccc1)Sc1ccccc12 (stereo not drawn)	97	22	1	10	-10	0.8	1.1	-7	-6	1.1
O=C(Nc1ccc2c(c1)oc1ccccc12)c1ccc2c(c1)OCO2	128	-4	1	-42	42	1	1	1	-10	1.3
CCCOc1ccc(C2/C(=C(/O)c3ccccc3)C(=O)C(=O)N2CCCN(C)C)cc1OC (stereo not drawn)	109	nt	nt	-4	4	nt	nt	nt	-1	nt
O=C(c1cnn2c(C(F)(F)F)cc(-c3ccccc3)nc12)N1CCCCC1c1cccnc1 (stereo not drawn)	99	28	6	5	-5	0.7	1.1	-6	-12	1.1
Cc1ccc(CN2CCN(Cc3ccon3)CC2CCO)cc1 (stereo not drawn)	100	6	-3	1	-1	0.9	1.1	-5	-24	1.1
C/C(=N\NC(=O)CSc1nc(C)cc(C)n1)c1ccc2c(c1)OCCO2	113	10	-3	-4	4	0.9	1	0	0	1.5
CCOC(=O)N1CCC(NC(=O)c2ccc3c(c2)N(Cc2ccc(F)cc2)CCS3)CC1	102	15	-6	-2	2	0.9	1	0	-12	0.86
COc1ccc(N2CCN(C(CNC(=O)C(=O)NCc3cccs3)c3ccco3)CC2)cc1 (stereo not drawn)	100	10	-2	-9	9	0.9	1.1	-6	-6	0.96
OCC1(Cc2cccc(C(F)(F)F)c2)CCN(Cc2cc(F)cc(F)c2)CC1	97	17	6	1	-1	0.8	1.1	-8	1	1.2
c1ccc2c(c1)CCOC2CNCCCN1CCCCC1 (stereo not drawn)	100	-2	0	0	0	1	1.1	-10	1	0.59
Cc1ccnc(N2CCC(C(=O)NC3CCCCCC3)CC2)n1	102	1	2	-10	10	1	1.1	-6	6	1.1
O=C(NCCOC(=O)c1cccs1)c1cccnc1	98	-5	0	-18	18	1.1	1.1	-5	4	0.87
New compounds follow.
SMILES	STAT1 act	Diaphorase inh	G6PDH CS	APP 5UTR inh	APP 5'UTR act	Diaphorase act	FLuc act counter	FLuc inhib CS	TLR4 MyD88 comp	NF-kB neuron act
C=CCn1c(SCc2ccc3c(c2)OCO3)nc2scc(-c3ccco3)c2c1=O	91	7	9	10	-10	0.9	1	-4	-16	1.8
Cc1ccc(CCNC(=O)Cn2cccc2)cc1	93	6	-5	-23	23	0.9	1.1	-7	-3	0.97
Cc1cc(C)c(C)c(S(=O)(=O)NC(C(=O)O)C(C)C)c1C (stereo not drawn)	108	8	4	-28	27	0.9	1.1	-7	3	1
CCC(Sc1nc(=O)cc(N)n1CCc1ccccc1)C(=O)Nc1ccccc1C#N (stereo not drawn)	107	11	6	-8	8	0.9	1	-3	-12	1.1
CSc1ccccc1NC(=O)Cn1nnc(-c2ccc(S(C)(=O)=O)cc2)n1	102	-11	6	17	-17	1.1	1	-1	-5	1.2
N/C(=N\S(=O)(=O)c1ccc(Cl)s1)c1ccccc1	109	18	4	4	-4	0.8	1.1	-7	-14	1.2
CC1CN(Cc2nc3c(c(=O)n(C)c(=O)n3C)n2CCN2CCOCC2)CC(C)O1 (stereo not drawn)	97	-6	6	0	0	1.1	1	-1	2	1.2
N#CC1(NC(=O)COc2ccc3oc4ccccc4c3c2)CCCCC1	93	-1	4	11	-11	1	1	-2	-8	1
N#CCCN1CCN(Cc2cc(-c3ccccc3)ccc2O)CC1	92	10	10	-2	2	0.9	1	0	-3	1.2
CC1CCCCC1NC(=O)/C(C#N)=C/c1ccc(OCC(N)=O)cc1 (stereo not drawn)	104	15	14	-8	8	0.8	1	-4	4	1.2
CC1CC1C(=O)OCC(=O)NC(=O)NCc1ccco1 (stereo not drawn)	111	10	4	12	-12	0.9	1	-4	-4	1.4

Random excerpt: 5 records from the list.
SMILES	STAT1 act	Diaphorase inh	G6PDH CS	APP 5UTR inh	APP 5'UTR act	Diaphorase act	FLuc act counter	FLuc inhib CS	TLR4 MyD88 comp	NF-kB neuron act
CC1CN(Cc2nc3c(c(=O)n(C)c(=O)n3C)n2CCN2CCOCC2)CC(C)O1 (stereo not drawn)	97	-6	6	0	0	1.1	1	-1	2	1.2
C=CCn1c(SCc2ccc3c(c2)OCO3)nc2scc(-c3ccco3)c2c1=O	91	7	9	10	-10	0.9	1	-4	-16	1.8
CCC(Sc1nc(=O)cc(N)n1CCc1ccccc1)C(=O)Nc1ccccc1C#N (stereo not drawn)	107	11	6	-8	8	0.9	1	-3	-12	1.1
Cc1cc(C)c(C)c(S(=O)(=O)NC(C(=O)O)C(C)C)c1C (stereo not drawn)	108	8	4	-28	27	0.9	1.1	-7	3	1
N#CCCN1CCN(Cc2cc(-c3ccccc3)ccc2O)CC1	92	10	10	-2	2	0.9	1	0	-3	1.2

Compounds as they come (roughly 5.6% active in at least one column).
